Yeast eIF2B: GCN4-lacZ reporter reduction in eIF2B-epsilon mutant yeast, primary screen, S. cerevisiae, eIF2B-epsilon R284H, Beta-Glo luminescence; inhibition, % at 25 µM (by protocol); 27,000 tested, 0.91% active; AID 688, 2007;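 active = mutant luminescence inhibited past about 50% while wild type luminescence and mutant growth stay under set limits, limit read from the data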; also: some compounds called inactive have numbers as strong as hits
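Material: yeast eIF2B-epsilon R284H mutant carrying GCN4–beta-galactosidase fusion. Medium: YPD yeast growth medium. Incubation: 16 h growth with compound at 30 °C, 90 min Beta-Glo step. Signal: Beta-Glo luminescence plus absorbance at 595 nm. Evaluation: % inhibition of reporter signal and growth versus controls. Doses: 25 µM single dose.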
Yeast growth tox: yeast growth toxicity, wild-type and mutant, primary screen, cytotoxicity control for eIF2B function restoration project, wild-type and eIF2Bepsilon R284H mutant, A595; growth inhibition, % at 25 µM (by protocol); S. cerevisiae wild-type growth, A595 turbidity, 16 h; 30,000 tested, 0.3% active;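 active = mutant and wild-type yeast strains alike exhibit over 30% growth inhibition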;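 also: 0% = untreated cell controls and 100% = YPD media blanks without cells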
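System – wild-type and eIF2Bepsilon-R284H mutant S. cerevisiae, screened separately · Measured by – absorbance at 595 nm (turbidity) · Timing – 16 h compound exposure during growth at 30 °C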
Yeast growth tox inhibition %: further read-out of Yeast growth tox, marked with its call; growth inhibition, %; S. cerevisiae eIF2Bepsilon-R284H mutant growth, A595 turbidity, 16 h;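 each compound tested once at 25 µM; 0% equals untreated cells and 100% equals cell-free medium blanks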
Yeast eIF2B mutant toxicity: recorded beside Yeast eIF2B, whose call it bears; growth inhibition, %; measured here: mutant yeast growth, toxicity;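 each compound tested once at 25 µM; zero equals untreated control growth and 100 equals blank medium absorbance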
Active calls of the source: *; . = no result given.

cpd	mol	Yeast eIF2B	Yeast eIF2B mutant toxicity
1	COc1ccc(S(=O)(=O)N2CCCN(CC(=O)C(C)(C)C)CC2)cc1	-7	-3
2	C=CCn1c(N)c(C(=O)OCC(C)C)c2nc3ccccc3nc21	24	19
3	Cc1ccc(C)c(N2CCN(C(=O)C3CCCCN3S(=O)(=O)c3ccc(F)cc3)CC2)c1 (stereo unspecified)	11	20
4	Cc1[nH]nc(SCC(=O)N2CCC(C)CC2)c1[N+](=O)[O-]	.	.
5	COC(=O)C1=C(N)N(c2ccc(F)cc2)C2=C(C(=O)CCC2)C1c1ccc2c(c1)OCO2 (stereo unspecified)	11	15
6	CCCn1c(C)cc(=O)c2cc(NC(=O)c3cnccn3)ccc21	23	-18
7	CCC(=O)N/C(=N/c1nc(C)cc(C)n1)Nc1ccc(OC)cc1	7	-13
8	CCOC(=O)c1c(C)[nH]c(C)c1C(=O)COC(=O)c1ccc(S(=O)(=O)N(CC)CC)cc1	.	.
9	C=CCNC(=O)NC(=S)c1ccccc1	23	5
10	COc1cc(/C=C/C(=O)N(C)c2ccccc2C(=O)O)cc(OC)c1OC	16	-29

cpd	Yeast growth tox	Yeast growth tox inhibition %
1	-2	-3
2	9	19
3	-2	20
4	6	12
5	-4	15
6	-5	-18
7	-3	-13
8	20	18
9	40	5
10	-22	-29

6 of the compounds above, as a markdown table:
| no. | molecule | Yeast eIF2B | Yeast eIF2B mutant toxicity | Yeast growth tox | Yeast growth tox inhibition % |
| --- | --- | --- | --- | --- | --- |
| 1 | COc1ccc(S(=O)(=O)N2CCCN(CC(=O)C(C)(C)C)CC2)cc1 | -7 | -3 | -2 | -3 |
| 10 | COc1cc(/C=C/C(=O)N(C)c2ccccc2C(=O)O)cc(OC)c1OC | 16 | -29 | -22 | -29 |
| 9 | C=CCNC(=O)NC(=S)c1ccccc1 | 23 | 5 | 40 | 5 |
| 2 | C=CCn1c(N)c(C(=O)OCC(C)C)c2nc3ccccc3nc21 | 24 | 19 | 9 | 19 |
| 7 | CCC(=O)N/C(=N/c1nc(C)cc(C)n1)Nc1ccc(OC)cc1 | 7 | -13 | -3 | -13 |
| 4 | Cc1[nH]nc(SCC(=O)N2CCC(C)CC2)c1[N+](=O)[O-] | . | . | 6 | 12 |

The listing picks up; the 5 compounds before the break are reprinted first.
cpd	mol	Yeast eIF2B	Yeast eIF2B mutant toxicity
6	CCCn1c(C)cc(=O)c2cc(NC(=O)c3cnccn3)ccc21	23	-18
7	CCC(=O)N/C(=N/c1nc(C)cc(C)n1)Nc1ccc(OC)cc1	7	-13
8	CCOC(=O)c1c(C)[nH]c(C)c1C(=O)COC(=O)c1ccc(S(=O)(=O)N(CC)CC)cc1	.	.
9	C=CCNC(=O)NC(=S)c1ccccc1	23	5
10	COc1cc(/C=C/C(=O)N(C)c2ccccc2C(=O)O)cc(OC)c1OC	16	-29
11	Cc1cccc(Nc2ccccc2C(=O)NCc2ccco2)c1C	8	-38
12	COc1ccc(CCNC(=O)c2cccnc2)cc1	17	-21
13	Cc1c(Cl)cccc1NC(=O)CC1NCCNC1=O (stereo unspecified)	4	-5
14	CC(C)(C)SCCNC(=O)c1ccc(Cl)c(S(=O)(=O)N2CCOCC2)c1	52*	.
15	COc1ccc(Cn2nnnc2CN2CCc3ccccc3C2)cc1	16	9
16	Cc1cccc2c(=O)c(C(=O)NCCCN3CCOCC3)c[nH]c12	4	.
17	CC(C)[C@@H]1N[C@]2(C(=O)Nc3ccccc32)[C@@H]2C(=O)N(c3cccc(C(F)(F)F)c3)C(=O)[C@@H]21	0	-4
18	CCN(CC)S(=O)(=O)N1CCC(C(=O)NCCN2CCOCC2)CC1	-21	-2
19	CCOC(=O)c1ccc(NC(=O)NCCN2CCCCC2)cc1	-31	-3
20	CCC(Oc1ccc2c(c1)C(=O)CC(C)(C)O2)C(=O)NCCN1CCCCCC1 (stereo unspecified)	21	-20

cpd	Yeast growth tox	Yeast growth tox inhibition %
6	-5	-18
7	-3	-13
8	20	18
9	40	5
10	-22	-29
11	-1	-38
12	-6	-21
13	33	-5
14	0	2
15	3	9
16	20	0
17	17	-4
18	7	-2
19	13	-3
20	-3	-20

The list continues:
cpd	mol	Yeast eIF2B	Yeast eIF2B mutant toxicity
21	COc1ccc(C(=O)NC(=S)N2CCCCC2)cc1	7	20
22	CNC(=O)c1ccc(OCc2ccccc2)c(OC)c1	15	-10
23	COc1ccc(S(=O)(=O)N(C)CC(=O)Nc2ccccc2OC)cc1	17	10
24	COc1ccc(-c2cn(-c3ccc(C)cc3)c(=O)n2CC(=O)Nc2ccc(OC)cc2OC)cc1	.	.
25	COc1ccccc1NC(=O)C1=C(C)Nc2nc(CCCO)nn2C1c1ccc2c(c1)OCO2 (stereo unspecified)	-29	.
26	O=C(ONc1ccc(N=NC(=O)c2ccccc2O)cc1)c1ccccc1	4	-50
27	CC(=O)Nc1ccc(NC(=O)CSc2nnc(-c3ccccc3)n2Cc2ccc3c(c2)OCO3)cc1	30	5
28	Cc1cc(NC(=O)c2cccc(S(=O)(=O)N3CCCC3)c2)no1	25	5
29	CCOc1cc(-c2nc(-c3ccc(C)nc3OCC)no2)cc(OCC)c1OCC	56*	.
30	O=c1[nH]c2ccc(S(=O)(=O)NCc3ccccn3)cc2s1	26	5

cpd	Yeast growth tox	Yeast growth tox inhibition %
21	16	20
22	7	-10
23	9	10
24	13	8
25	.	.
26	7	-50
27	29	5
28	26	5
29	.	.
30	-7	5

Carrying on:
cpd	mol	Yeast eIF2B	Yeast eIF2B mutant toxicity
31	Cc1csc(N(C(=O)c2ccc(S(=O)(=O)N(C)C)cc2)c2ccccc2)n1	.	.
32	COc1cccc(/C=N/n2c(=S)n(C)c3cc(C)c(C)cc32)c1OC	-2	5
33	O=C(O)CCCN=C1CCCc2ccccc2N1	16	6
34	CCNS(=O)(=O)c1ccc(Br)c(OC)c1	.	.
35	COc1ccc(OC)c(C2/C(=C(\O)c3ccc(OC)c(Cl)c3)C(=O)C(=O)N2CCN(C)C)c1 (stereo unspecified)	-2	-7
36	CN(CCNC(=O)CCNC(=O)Cn1ccc2ccccc2c1=O)Cc1ccccc1	-26	5
37	CCCCN1C(=O)NC(NS(=O)(=O)c2ccc(N)cc2)(C(F)(F)F)C1=O (stereo unspecified)	.	.
38	COc1ccc(CCNC(=O)CSc2nc3ccccc3o2)cc1OC	.	.
39	COc1ccc(N2CCN(C(=O)c3cc4c(-c5cccc(OC)c5)nn(C)c4s3)CC2)cc1	17	14
40	CCC(C)NS(=O)(=O)c1ccc(S(=O)(=O)N2CCCC3(CCCCC3)C2)cc1 (stereo unspecified)	15	5

cpd	Yeast growth tox	Yeast growth tox inhibition %
31	16	11
32	1	5
33	24	6
34	17	14
35	5	-7
36	8	5
37	6	14
38	0	22
39	-2	14
40	9	5

Other compounds:
cpd	mol	Yeast eIF2B	Yeast eIF2B mutant toxicity
41	O=C(NC1CCCCC1)c1ccc(CN2CCOCC2)cc1	13	3
42	C=CCn1c(SCC(=O)Nc2ccc3c(c2)OCO3)nnc1-c1ccccc1OC	25	-23
43	O=C(CN1C(=O)CC(c2ccco2)Sc2ccccc21)NCC1CCCO1 (stereo unspecified)	25	2
44	Cc1cccc(N(C)C(=O)CCS(=O)(=O)c2cccc3nonc23)c1	29	-18
45	CCOC(=O)C1=C(O)C(=O)N(c2ccc(S(N)(=O)=O)cc2)C1c1ccc(OC)cc1 (stereo unspecified)	8	-41
46	COc1cccc(-c2cc(C(=O)N3CCCCC3C)no2)c1 (stereo unspecified)	19	17
47	c1ccc(-c2noc(-c3cccc4ccccc34)n2)nc1	46	.
48	CCOc1ccc(-n2c(Cc3cc(=O)[nH]c(=O)[nH]3)nnc2SCC)cc1	-42	-11
49	Cc1cc2c(n1-c1ccc(Br)cc1)CC(C)(C)CC2=O	18	6
50	O=C(Nc1ccccn1)NC12CC3CC(CC(C3)C1)C2	-3	-7

cpd	Yeast growth tox	Yeast growth tox inhibition %
41	3	3
42	-8	-23
43	4	2
44	9	-18
45	8	-41
46	13	17
47	.	.
48	-24	-11
49	5	6
50	3	-7

Next results follow:
cpd	mol	Yeast eIF2B	Yeast eIF2B mutant toxicity
51	COc1cccc2cc(C(=O)N3CCN(C/C=C/c4ccccc4)CC3)c(=O)oc12	31	3
52	CCOc1ccc(NC(=O)c2oc3ccccc3c2NC(=O)C2CC2)cc1	13	-15
53	Cc1ccccc1NC(=O)CCN1CCN(Cc2ccccc2)CC1	21	19
54	c1ccc2cc(OCc3nc4ccccc4[nH]3)ccc2c1	36	.
55	O=C(NCC1CCCO1)c1ccc(S(=O)(=O)N2CCCCC2)cc1 (stereo unspecified)	36	.
56	CSc1ccccc1NC(=O)c1cccnc1	-13	4
57	Cc1ccc(S(=O)(=O)N2CCCN(S(=O)(=O)c3ccc4c(c3)OCCO4)CC2)cc1	10	3
58	O=C(Nc1ccc2c(c1)C(=O)N(CC1CCCO1)C2=O)c1cccc(Br)c1 (stereo unspecified)	.	.
59	COC(=O)COc1ccc(S(=O)(=O)Nc2ccc(C(N)=O)cc2)cc1Cl	32	-18
60	Cc1cc2c(c(=O)n1CCN(C)C)C(c1ccccc1Br)C(C#N)=C(N)O2 (stereo unspecified)	2	-5

cpd	Yeast growth tox	Yeast growth tox inhibition %
51	0	3
52	8	-15
53	22	19
54	.	.
55	.	.
56	9	4
57	-16	3
58	20	18
59	8	-18
60	8	-5

(list continues)
cpd	mol	Yeast eIF2B	Yeast eIF2B mutant toxicity
61	COc1ccc(S(=O)(=O)C(C#N)c2nc3ccccc3nc2N2CCCCC2)cc1 (stereo unspecified)	-2	-14
62	CC1CCCC(n2c(=S)[nH]c3ccccc3c2=O)C1C (stereo unspecified)	.	.
63	COc1ccc(C2C(C(C)=O)=C(Nc3ccccc3)CC(C)(O)C2C(C)=O)cc1OC (stereo unspecified)	37	-8
64	COC(=O)c1ccccc1NC(=O)CSc1nnc(-c2cccc(NC(C)=O)c2)n1C	25	-2
65	N#Cc1c2n(c3c(=O)[nH]cnc13)CCCC2	20	.
66	Cc1ccc(C2CC2C(=O)NNC(=S)Nc2ccc(Cl)cc2)cc1 (stereo unspecified)	-40	3
67	CC(=O)N1CCc2cc(S(=O)(=O)CCC(=O)Nc3cccc(F)c3)ccc21	-21	14
68	COc1ccccc1C(=O)Nc1ccc(N2CCCCC2)cc1	21	16
69	Nc1nc(C(=O)N2CCOCC2)nn1S(=O)(=O)c1ccc(Cl)cc1	19	-9
70	COc1ccc(C(=N/O)/C(=N/O)c2ccc(OC)cc2)cc1	19	11

cpd	Yeast growth tox	Yeast growth tox inhibition %
61	13	-14
62	32	24
63	-21	-8
64	24	-2
65	31	0
66	10	3
67	4	14
68	30	16
69	5	-9
70	20	11

Next structures.
cpd	mol	Yeast eIF2B	Yeast eIF2B mutant toxicity
71	C=CCc1c(C)nc(SCc2nc3ccccc3c(=O)[nH]2)[nH]c1=O	26	12
72	CCC(=O)Nc1ccccc1N1CCN(S(C)(=O)=O)CC1	.	.
73	CSCCC(NC(=O)C1CCC(C)CC1)C(=O)O (stereo unspecified)	19	11
74	COCCn1nnnc1CN(CCc1ccccc1)Cc1cc2ccc(C)cc2[nH]c1=O	19	-4
75	Cc1cc(C)nc(SCc2nnc(SCC(=O)Nc3nccs3)n2Cc2ccco2)n1	16	-29
76	CN(C)c1nc(N)nc(CSc2nnnn2-c2ccc(F)cc2)n1	16	26
77	CCOC(=O)CCSc1nnc(-c2cccnc2)n1-c1ccccc1OC	15	-14
78	c1ccn(-c2ccc(N3CCOCC3)cc2)c1	9	.
79	CCS(=O)(=O)N1CCN(C(=O)c2cccc(OC)c2)CC1	2	.
80	O=C(CN1C(=O)CSC1=O)Nc1ccc(C(=O)O)cc1	13	14

cpd	Yeast growth tox	Yeast growth tox inhibition %
71	7	12
72	-1	4
73	10	11
74	14	-4
75	4	-29
76	1	26
77	-1	-14
78	27	0
79	8	0
80	8	14

(further entries)
cpd	mol	Yeast eIF2B	Yeast eIF2B mutant toxicity
81	Cc1[nH]n(-c2cccc(Cl)c2)c(=O)c1/C=N/n1c(C)nc2ccccc2c1=O	.	.
82	COC(=O)/C=c1/s/c(=C(\C#N)C(=O)NCc2ccco2)n(-c2ccccc2)c1=O	9	-10
83	CCOc1cccc(=O)c2c(C)oc(C)c12	17	-6
84	O=C1CC(c2ccco2)CC(O)=C1C=Nc1cc(Cl)cc(Cl)c1 (stereo unspecified)	.	.

cpd	Yeast growth tox	Yeast growth tox inhibition %
81	21	3
82	-11	-10
83	-2	-6
84	-4	8

Not all compounds are listed (hit frequency here may not be typical).
